# L3MBTL1 inh: qHTS Assay for the Inhibitors of L3MBTL1; Lethal(3)malignant brain tumor-like protein 1 (Homo sapiens), Q9Y468; AlphaScreen L3MBTL1–H3K9me1 peptide binding; Potency, µM (series often up to 57.1 µM), for inactives: top-dose activity, negative = inhibition, usual class: inhibitors; 0.66% of 230,000 active; note: potency is the fitted concentration of half-maximal effect; % is set by controls: 0 for no effect and ±100 for the full control effect; nearly all actives have a fitted effect of over 60% in size
# Target sequence (Q9Y468 whole entry, looked up): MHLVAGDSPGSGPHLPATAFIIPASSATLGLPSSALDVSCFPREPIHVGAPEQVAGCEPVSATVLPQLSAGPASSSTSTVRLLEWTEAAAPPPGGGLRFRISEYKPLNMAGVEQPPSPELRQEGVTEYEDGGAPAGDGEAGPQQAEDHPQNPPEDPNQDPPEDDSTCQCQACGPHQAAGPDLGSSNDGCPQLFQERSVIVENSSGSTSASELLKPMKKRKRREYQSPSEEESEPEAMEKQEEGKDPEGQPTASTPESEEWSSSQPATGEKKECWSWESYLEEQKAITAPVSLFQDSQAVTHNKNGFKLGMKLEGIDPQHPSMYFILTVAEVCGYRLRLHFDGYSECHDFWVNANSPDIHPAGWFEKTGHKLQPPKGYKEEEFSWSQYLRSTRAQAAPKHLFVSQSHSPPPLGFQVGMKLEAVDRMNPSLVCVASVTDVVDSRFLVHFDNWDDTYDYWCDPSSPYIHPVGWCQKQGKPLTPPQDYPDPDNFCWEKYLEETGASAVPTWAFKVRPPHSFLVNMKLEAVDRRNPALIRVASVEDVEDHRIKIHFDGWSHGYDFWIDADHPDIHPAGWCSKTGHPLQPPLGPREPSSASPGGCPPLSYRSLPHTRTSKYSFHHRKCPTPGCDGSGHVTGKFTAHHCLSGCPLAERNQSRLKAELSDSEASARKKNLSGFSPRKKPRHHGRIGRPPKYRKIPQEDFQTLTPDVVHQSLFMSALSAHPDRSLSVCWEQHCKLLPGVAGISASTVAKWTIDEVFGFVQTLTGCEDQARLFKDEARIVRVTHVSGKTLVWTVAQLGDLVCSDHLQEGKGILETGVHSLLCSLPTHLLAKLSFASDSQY
#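 First, the protein-peptide complex forms for 30 min at room temperature (L3MBTL1 50 nM, biotinylated H3K9me1 peptide 75 nM). Next, compounds are pin-transferred and incubated 30 min. Finally, AlphaScreen beads are added and read after 30 min.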
# HTT aggregate: qHTS Multiplex Assay to Identify Dual Action Probes in a Cell Model of Huntington: Aggregate Formation (GFP) | PC12 HttQ103-GFP aggregates, Acumen cytometry, 40 h | 1.1% of 220,000 active | AID 1688, 2009 | Potency, µM (highest dose often 46.1 µM), for the others: at the highest dose activity change, negative = inhibition, hits mostly inhibitors; note: potency is the fitted concentration of half-maximal effect; % is set by controls: 0 for no effect and ±100 for the full control effect; nearly all actives have a fitted effect of over 60% in size
#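 PC12/HTTQ103-GFP, ecdysone-inducible; teb 100 nM; cpd qHTS titration; GFP aggregates read on laser cytometer, Ex 488/Em 500-530 nm.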
# CBFb-RUNX1 inh: qHTS Assay for Compounds Blocking the Interaction Between CBF-beta and RUNX1 for the Treatment of Acute Myeloid Leukemia; AID 1477, 2009; Potency, µM (doses to about 59.8 µM), inactives show at the highest dose activity, negative = inhibition, hits mostly inhibitors; AlphaScreen CBFb-His/RUNX1-biotin binding, biochemical; 230,000 tested, under 10 active; note: % of control where 0% means no effect
#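 CBF-beta (His) and RUNX1 (biotin), 30 nM each; 20 min preassociation; + compound, 15 min; + beads 50 ng each (Ni, streptavidin), 90 min; RT; AlphaScreen read.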
# Epigenetic derep: Quantitative High-Throughput Screen for Regulators of Epigenetic Control; murine LDR cells, GFP reporter derepression, 30 h; 0.2% of 280,000 active; Potency, µM (titrated, usually from 53.9 µM), inactives show at the highest dose GFP activation, actives largely listed as activators; note: potency is the fitted concentration of half-maximal effect; % of control where 0% means no effect; nearly all actives have a fitted effect of over 60% in size
#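 Derepression of a silenced CMV-GFP reporter in murine LDR cells is scored by enumerating GFP-positive cells with a laser-scanning microplate cytometer after 30 hours of treatment at 37 C.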
# IMPase Li inh: qHTS Assay for Identifying the Cell-Membrane Permeable IMPase Inhibitors: Potentiation with Lithium; CHO-M1 cells, IP1 TR-FRET (IP-One), carbachol + lithium; 0.35% of 210,000 active; Potency, µM (titrated, usually from 59.4 µM), for inactives: at the highest dose activity, negative = IMPase inhibition, most hits filed as inhibitors;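 note: IP1 builds up when IMPase is blocked and the TR-FRET signal falls; potency is the fitted concentration of half-maximal effect; plate controls were basal vehicle for no effect and high inhibitor control for full effect; nearly all actives have a fitted effect of over 50% in size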
#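 CHO cells stably expressing M1 receptor (2000/well) were cultured 16–30 h, then exposed to compounds with a small lithium addition for 30 min at 37C. IP1 was measured by TR-FRET competition; AC50 from Hill fits.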
# NPSR antagonist: qHTS Assay for Antagonists of the Neuropeptide S Receptor: cAMP Signal Transduction; Q6W5P4; Potency, µM (highest dose often 38.3 µM), inactives show at the highest dose activity change, negative = inhibition, actives largely listed as inhibitors; 1% of 220,000 active; CHO-NPSR cells, cAMP TR-FRET, antagonist mode; note: potency is the fitted concentration of half-maximal effect; % is set by controls: 0 for no effect and ±100 for the full control effect; nearly all actives have a fitted effect of over 50% in size; many of its hits are not listed in these tables
# Luc counter: Counterscreen for Luciferase (Kinase-Glo TM) Inhibition | Kinase-Glo luciferase, ATP luminescence, 8 min | Potency, µM (titrated, usually from 38.3 µM), for the others: at the highest dose activity change, negative = inhibition, actives largely listed as inhibitors | 0.28% of 200,000 active | AID 1379, 2008; note: potency is the fitted concentration of half-maximal effect; % is set by controls: 0 for no effect and ±100 for the full control effect; nearly all actives have a fitted effect of over 60% in size
#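 Kinase-Glo luciferase light output from ATP and luciferin was measured with 10 uM ATP, within the enzyme's linear range. Buffer: 50 mM imidazole pH 7.2, 50 mM KCl, 7 mM MgCl2, 0.01% Tween 20, 0.05% BSA; luminescence read after 8 min at ambient temperature.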
# Starred values were filed as active, the others as inactive; ? = inconclusive; . = no result given; & = joins results of further samples; [ ] = another dose, or the depositor's remark. Calls come from the whole dose curve; as a rule, active = well fitted curve in the direction sought with a large enough effect; inconclusive = small, poorly fitted or top-dose-only effect, or another doubt; inactive = no such curve, though single readings can be large; an effect the other way counts as inactive or inconclusive.
SMILES,L3MBTL1 inh,HTT aggregate,CBFb-RUNX1 inh,Epigenetic derep,IMPase Li inh,NPSR antagonist,Luc counter
CC(NC(=O)COC(=O)CCc1nc2ccccc2c(=O)[nH]1)c1ccccc1 (configuration not stated),-5%,4%,23%,0.8%,-4%,7%,4%
COc1ccc(Cn2c(/C=C/c3ccccc3)nc3ccccc32)cc1,47%[activator],?,?,0.0%,30%[activator][38.3 µM],?,?
Cc1ccc(C)c(S(=O)(=O)NCc2ccncc2)c1,0%,10µM*,3%,-1.1%,16%[38.3 µM],10%[46.1 µM],-1%
O=C(NCC(=O)N1CCN(S(=O)(=O)/C=C/c2ccccc2)CC1)c1ccc(Cl)cc1,.,-16%[9.22 µM],0%,0.9%,.,2%,.
CCOc1ccc(NC(=O)Nc2ccc3nsnc3c2)cc1,-1%,-21%,9%,-2.7%,1%,-10%,1%
COCCn1c(SCC(=O)Nc2ccc(Cl)c(S(=O)(=O)N(C)C)c2)nc2ccccc21,.,?,-19%,-0.5%,33%[activator][38.3 µM],-23%[46.1 µM],-3%
O=C(CSc1nc(-c2ccco2)cc(C(F)(F)F)n1)NC1CCCC1,2%,-19%,0%,4.6%,-2%[38.3 µM],-4%[46.1 µM],0%
COc1c(C)oc2cc(O)ccc2c1=O,0%,-8%,3%,1.3%,-2%,13%,-1%
COc1ccccc1Nc1nc2ccccc2[nH]1,-4%,-14%,5%,0.9%,13%[38.3 µM],?,-7%
Cc1cc(Cl)n2nc(C)c(-c3ccc(Cl)cc3)c2n1,.,-33%,7%,18%,10%,-10%,-2%
COc1cc(OC)nc(NC(=O)CSc2nc3ccccc3o2)n1,4%,-4%,5%,-0.8%,10%[38.3 µM],-6%[46.1 µM],-2%
COc1ccc(C(=O)Nc2cc(OC)ccc2OC)cc1,-3%,20%,1%,-0.3%,2%[38.3 µM],-17%[46.1 µM],-6%
OCCN1CCN(C(=S)c2ccc(-c3ccccc3)cc2)CC1,-4%,-5%[9.22 µM],-2%,-0.3%,.,2%[7.67 µM],.
Cc1ccc(NC(=O)CNCc2ccccc2)c(Br)c1,.,10%,-1%,0.2%,5%,-14%,-2%
O=C(NCCCn1ccnc1)c1cccc(S(=O)(=O)NCc2ccccc2)c1,.,3%,2%,-1.7%,2%,8%,3%
O=C(c1ccc(Cn2c(=O)[nH]c3ccccc3c2=O)cc1)N1CCN(c2ccccc2)CC1,-20%,4%,-3%,-3.0%,-28%[38.3 µM],?,-1%
CCOC(=O)CNC(=O)c1ccccc1Br,.,-2%,-3%,-1.0%,18%[38.3 µM],-6%[46.1 µM],-2%
CCOC(=O)C1CCCN(C(=O)Cc2ccc(C)cc2)C1 (configuration not stated),.,11%[9.22 µM],-2%,2.8%,32%[activator][38.3 µM],-5%[46.1 µM],4%
COCCNc1nc2nonc2nc1N1C[C@H]2CC[C@H]1C2,10%,-18%[9.22 µM],-1%,0.9%,5%,4%,-4%
COC(=O)c1sc(NC(=O)/C=C/c2ccc(C)o2)nc1C,-2%,32%,9%,11%,1%,4%,-1%
CCn1cnc2cc(NCc3ccc(N(C)C)cc3)ccc21,.,?,-8%,?,11%,-10%,1%
C#CCCOC(=O)N1C2=NC(C(=O)OC)=C(C(=O)OC)[C@@H]3N(C)c4ccccc4[C@]23C[C@H]1C(=O)OC,.,-10%[9.22 µM],12%[13.1 µM],2.1%,37%[activator],19%,-1%[7.66 µM]
COC(=O)c1ccc(Sc2ccccc2NS(=O)(=O)c2ccc(OC)cc2)nc1,12%,30%,17%,4.4%,11%[38.3 µM],-7%[46.1 µM],2%
COc1ccc(NC(=S)N2CCNC(=O)C2CC(=O)Nc2cccc(Cl)c2C)cc1 (configuration not stated),-1%,16%,?,-0.9%,1%,-1%,-3%
O=C(NCc1ccccn1)C1CCN(S(=O)(=O)N2CCCCC2)CC1,4%,-5%,-5%,0.0%,3%[38.3 µM],-3%[46.1 µM],-1%
CN1CCN(c2cc(-c3ccc(N(C)C)cc3)ncn2)CC1,.,.,.,0.5%,-8%,.,-1%
CCN(C(N)=S)c1ccccc1,1%,1%,0%,1.1%,4%[38.3 µM],7%[46.1 µM],1%
Cc1ccc(NC(=O)c2cnn(-c3ccccc3)c2NC(=O)c2ccco2)cc1C,1%,-6%,-3%,-1.1%,-1%[38.3 µM],-13%[46.1 µM],1%
O=C(CSc1nnc(NC(=O)Cc2ccc(F)cc2)s1)NCc1ccco1,.,9%,8%,0.0%,-8%,1%,-1%
CC(C)=CC(O)C/C(C)=C/COc1ccc2ccc(=O)oc2c1 (configuration not stated),.,12%[9.22 µM],3%,0.0%,.,0%,.
COC(=O)c1[nH]c2cc(C)ccc2c1NC(=O)CN1CCc2cc(OC)c(OC)cc2C1,-2%,-31%,-9%,-3.2%,12%,-20%[46.1 µM],5%
Cc1nccn1CCCNC(=O)CC1C(=O)NCCN1Cc1ccccc1C(F)(F)F (configuration not stated),-6%,-15%[9.22 µM],8%,0.1%,.,43%,.
CN(c1cccc(NC(=O)Cc2ccccc2)c1)S(C)(=O)=O,.,-3%,7%,3.4%,24%[38.3 µM],-9%[46.1 µM],0%
COC(=O)[C@@H](NC(=O)N1CCc2nc(COc3ccccc3)c3c(c2C1)CO[C@@H](C)C3)C(C)C,.,.,-5%[13.1 µM],.,-3%,.,-3%[7.66 µM]
COc1ccc2c(c1)O[C@@H](c1cccc(C(F)(F)F)c1)[C@H](OC(=O)NCCc1ccc(OC)c(OC)c1)C2=O,-14%,5%,?,-2.7%&3.8%,17%&6%,-14%,-1%&-1%
CCOc1cc(NC(=O)c2ccccn2)c(OCC)cc1NC(=O)c1ccccc1,14%,-2%[9.22 µM],-2%,2.4%,7%,0%,3%
Cc1cc(N2CCOCC2)nc(SCc2c(Cl)cccc2Cl)n1,11%,-15%,-5%,-0.9%,20%,-50%,0%
O=c1c2c(-c3ccc(Cl)cc3)csc2ncn1/N=C/c1cccc([N+](=O)[O-])c1O,.,-22%,-26%,12%,-3%,-6%,7%
CCCC(=O)C1=C(O)C(C(=O)OC)C(C)(C)CC1=Nc1ccc(Br)cc1 (configuration not stated),-7%,-20%[9.22 µM],4%,3.6%,.,?,.
O=C(CSC1=NC(=O)C(c2ccccc2)C(=O)N1)Nc1cccc(Cl)c1 (configuration not stated),.,6%,-3%,-0.3%,1%[38.3 µM],-7%[46.1 µM],-4%
Cc1nnc(SCc2ccc([N+](=O)[O-])cc2)[nH]c1=O,2%,30%[9.22 µM],2%,-0.7%[10.1 µM],4%,-4%,1%
CCCS(=O)(=O)N1CCCC(C(=O)NCc2ccc3c(c2)OCO3)C1 (configuration not stated),2%,7%,2%,-1.2%,-1%[38.3 µM],5%[46.1 µM],-5%
O=S(=O)([N-]c1nc2ccccc2nc1-[n+]1ccc(Cc2ccccc2)cc1)c1ccc(Br)s1,-8%,9%[9.22 µM],-26%,4.4%,.,?,.
Nn1cnnc1N/N=C/c1cc(Br)cc(Br)c1O,-8%,-27%,?,-2.7%,-3%[38.3 µM],10%[46.1 µM],-3%
CCOC(=O)c1c(NC(=O)CC2SC(N)=NC2=O)sc(C)c1C (configuration not stated),0%,23%[9.22 µM],2%,2.9%,4%,21%,-2%
COc1cc(/C=C2\SC(=S)N(CC(=O)Nc3cccnc3)C2=O)cc(OC)c1OC,-11%,8%,0%,2.6%,13%,-18%[46.1 µM],1%
Cc1cc(C)c2ccc3c(C)c(C)nc3c2[nH]1,?,?,-2%,-1.0%,-8%,-15%,-2%
O=C(NCC(=O)N(Cc1cccs1)C(C(=O)NC1CCCCC1)c1ccco1)c1cccs1 (configuration not stated),-5%,7%,2%,3.5%,14%,-8%[46.1 µM],-2%
Cc1ccccc1N(CC(=O)NC1CCCC1)C(=O)C1(C)CC(=O)N=C2C=CC=CN21 (configuration not stated),-5%,11%,10%,-2.0%,-7%,2%[46.1 µM],-1%

# Taken from the entries so far for reference:
SMILES,L3MBTL1 inh,HTT aggregate,CBFb-RUNX1 inh,Epigenetic derep,IMPase Li inh,NPSR antagonist,Luc counter
CCCC(=O)C1=C(O)C(C(=O)OC)C(C)(C)CC1=Nc1ccc(Br)cc1 (configuration not stated),-7%,-20%[9.22 µM],4%,3.6%,.,?,.
O=C(CSC1=NC(=O)C(c2ccccc2)C(=O)N1)Nc1cccc(Cl)c1 (configuration not stated),.,6%,-3%,-0.3%,1%[38.3 µM],-7%[46.1 µM],-4%
Cc1nnc(SCc2ccc([N+](=O)[O-])cc2)[nH]c1=O,2%,30%[9.22 µM],2%,-0.7%[10.1 µM],4%,-4%,1%
CCCS(=O)(=O)N1CCCC(C(=O)NCc2ccc3c(c2)OCO3)C1 (configuration not stated),2%,7%,2%,-1.2%,-1%[38.3 µM],5%[46.1 µM],-5%
O=S(=O)([N-]c1nc2ccccc2nc1-[n+]1ccc(Cc2ccccc2)cc1)c1ccc(Br)s1,-8%,9%[9.22 µM],-26%,4.4%,.,?,.
Nn1cnnc1N/N=C/c1cc(Br)cc(Br)c1O,-8%,-27%,?,-2.7%,-3%[38.3 µM],10%[46.1 µM],-3%
CCOC(=O)c1c(NC(=O)CC2SC(N)=NC2=O)sc(C)c1C (configuration not stated),0%,23%[9.22 µM],2%,2.9%,4%,21%,-2%
COc1cc(/C=C2\SC(=S)N(CC(=O)Nc3cccnc3)C2=O)cc(OC)c1OC,-11%,8%,0%,2.6%,13%,-18%[46.1 µM],1%
Cc1cc(C)c2ccc3c(C)c(C)nc3c2[nH]1,?,?,-2%,-1.0%,-8%,-15%,-2%
O=C(NCC(=O)N(Cc1cccs1)C(C(=O)NC1CCCCC1)c1ccco1)c1cccs1 (configuration not stated),-5%,7%,2%,3.5%,14%,-8%[46.1 µM],-2%
Cc1ccccc1N(CC(=O)NC1CCCC1)C(=O)C1(C)CC(=O)N=C2C=CC=CN21 (configuration not stated),-5%,11%,10%,-2.0%,-7%,2%[46.1 µM],-1%

# An excerpt; count on the stated rates, not on these rows.
